High-throughput results: PubChem, Broad Institute
FN deposit inh: inhibitors of fibronectin matrix deposition, primary screen, AH1F cells, Alexa488-fibronectin fluorescence, plate reader. AH1F fibroblasts, overnight. inhibition, % at 12.6 µM. 0.086% of 350,000 active. AID 743247, 2014;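 active = mean inhibition across replicates of 30% or more, regardless of how many single replicates reach that level; inconclusive = mean under 30% yet at least half of replicates reach 30%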;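 note: positive control wells lacked labelled fibronectin entirely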
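Material: AH1F fibroblast monolayer depositing Alexa488-labelled fibronectin into matrix | Input: 10000 AH1F cells/well | Medium: DMEM plus 2% serum, read in PBS | Reagent: Alexa488-fibronectin, 24 nM final in well | Compound dosing: One dose per compound, pinned | Schedule: 1 h adhesion, overnight exposure | Measured by: Fluorescence at 485 nm excitation, 525 nm emission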
PAX8 reporter: inhibitors of PAX8-driven TPO luciferase reporter, primary screen, RMG-I cells, single concentration; SteadyGlo, 24 h; inhibition, % at 12.6 µM; 1.2% of 360,000 active;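 active = mean replicate inhibition at least 60% with every replicate also reaching 60%; inconclusive = only one of the two criteria is met; inactive = mean below 60% and not all replicates reaching 60%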;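 note: luciferase light reporting Pax8 driven TPO promoter activity; plate controls were median of neutral control wells for no effect and mitoxantrone controls for full effect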
PGC1a acetyl inh: inhibitors of PGC1a acetylation signal, primary screen, cell-based, U2OS, AlphaScreen, inhibitor mode; 0.17% of 350,000 active; AlphaScreen anti-acetyl-lysine; with virally co-expressed GCN5 acetyltransferase; inhibition, % at 15.6 µM; AID 651687, 2012;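 active = every replicate shows inhibition of at least 40%; inconclusive = mean inhibition at least 40% but some replicate below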;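 note: 0% = neutral control wells and 100% = positive control wells; some results beyond the cut were filed as inactive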
miR-122 sensor: miR-122 Renilla sensor signal increase in Huh7, primary screen, miR-122 inhibitor project, cell-based, single point, plate reader | Huh7 miR-122 Renilla luciferase sensor, 48 h; neutral wells = 0, positive control = 100 | 0.3% of 340,000 active | AID 602342, 2012 | activation (reporter increase), % at 12.5 µM;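 active = mean replicate activation score at least 90 and every replicate individually at or above 90; inconclusive = only one of the two criteria met; inactive = neither criterion met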;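 note: higher luciferase means less miR-122 activity so hits act as miR-122 inhibitors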
LGR2 antag: inhibitors of bursicon-induced LGR2 CRE-luciferase signal, primary screen, cell-based, HEK293, CRE-luciferase reporter, bursicon stimulation; Drosophila bursicon receptor LGR2 (rickets); bursicon-stimulated, 4 h; inhibition, % at 9.99 µM; 0.35% of 380,000 active; AID 720647, 2013;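 active = drop in luminescence signal, shown as inhibition above about 50% in the replicate tests, limit read from the data, passing the limit was not always enough; inconclusive = probably only some replicates passing the limit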;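 note: agonist challenge used bursicon conditioned medium at about half maximal strength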
Cneo AK release: Cryptococcus neoformans cell lysis inducers, primary screen, AK release luminescence, single concentration | 0.2% of 360,000 active | lysis activity, % at 15 µM | C. neoformans lysis, adenylate kinase release luminescence, 4 h; normalised: neutral wells 0, clomiphene wells 100;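 active = mean lysis activity across replicates of at least 80%, whatever share of replicates individually reach that level; inactive = mean lysis activity below 80%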
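Material – log-phase Cryptococcus neoformans yeast cells · Input – 5 × 10^6 yeast cells/mL · Medium – fresh YPD growth medium · Doses – single compound concentration per well · Timing – static 4 h at 37 °C with compound, 1 h detection · Detection – adenylate kinase release luminescence · Read-out – signal increase indicating cell lysis · Control set – Clomiphene as positive lysis control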
EWS-Fli block: EWS/Fli-driven NR0B1 reporter inhibitors, primary screen, A673 cells, NR0B1 luciferase, luminescence, MLPCN library | inhibition, % at 12.6 µM | AID 651661, 2012 | viability-normalised | 0.67% of 350,000 active;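 active = mean inhibition of at least 50% after viability correction, with every replicate also passing that limit; inconclusive = mean reaches 50% but only one of two replicates passes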;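 note: firefly luciferase signal divided by Alamar Blue viability fluorescence both relative to DMSO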
Casp6 inh: human caspase-6 inhibitors, primary screen, biochemical, VEID-R110 fluorescence, single point, set 2 | P55212 | purified caspase-6, Z-VEID-R110 cleavage fluorescence | inhibition, % at 12.5 µM | 0.53% of 350,000 active;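 active = mean inhibition across replicates at least about 35%, with every replicate also reaching that limit, limit read from the data; inconclusive = only one of the two criteria met; inactive = neither criterion met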;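 note: 0% = median of neutral control wells and 100% = no fluorescence left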
Target sequence (P55212 24-179 limits assumed): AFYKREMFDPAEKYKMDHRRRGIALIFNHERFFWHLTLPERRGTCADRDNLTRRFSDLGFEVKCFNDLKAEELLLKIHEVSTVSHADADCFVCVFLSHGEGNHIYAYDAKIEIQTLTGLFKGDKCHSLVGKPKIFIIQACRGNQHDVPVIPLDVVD
Target sequence (P55212 194-293 limits assumed): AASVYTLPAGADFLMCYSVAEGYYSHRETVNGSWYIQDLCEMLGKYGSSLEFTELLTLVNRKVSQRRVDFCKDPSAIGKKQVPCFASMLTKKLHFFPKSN
Starred values were filed as active, the others as inactive; ? = inconclusive; nt = no result given; [ ] = another dose, or the depositor's remark.

SMILES	FN deposit inh	PAX8 reporter	PGC1a acetyl inh	miR-122 sensor	LGR2 antag	Cneo AK release	EWS-Fli block	Casp6 inh
C[C@@H]1CCCCO[C@H](CN(C)Cc2ccncc2)[C@@H](C)CN([C@H](C)CO)C(=O)c2cc(NS(=O)(=O)c3ccc(F)cc3)ccc2O1	1.6	6.4	5.1	-0.5[16.7 µM]	8.5	0.7	-2.8	1.4
COc1ccc(S(=O)(=O)Nc2ccc3c(c2)CC(=O)N([C@@H](C)CO)C[C@@H](C)[C@@H](CN(C)Cc2ccc(C(=O)Nc4ccccc4N)cc2)O3)cc1	3.9	6.2	2.4	nt	-3.3	nt	-1.8	-1.3
C[C@H](CO)N1C[C@H](C)[C@@H](CN(C)C(=O)Nc2ccc(F)cc2)OCCCC[C@H](C)Oc2ccc(NC(=O)c3ccccc3)cc2C1=O	nt	-15.9	-0.2	1.1[16.7 µM]	20.2	0.5	-9.3	-0.2
COc1cccc(CC(=O)Nc2ncc(C)s2)c1	3.3	-28.1	nt	nt	-5.1	0.1	25.7	-1.4
Cc1noc(C)c1S(=O)(=O)N(C)C[C@@H]1Oc2c(NS(=O)(=O)c3cn(C)cn3)cccc2C(=O)N([C@H](C)CO)C[C@H]1C	2.1	nt	0.1	-4.4[16.7 µM]	9.8	-1.7	-5.3	1.7
COc1ccccc1CNC(=O)C[C@H]1CC[C@@H]2[C@H](COC[C@@H](O)CN2Cc2ccc3c(c2)OCO3)O1	-3.8	11.9	-4.4	-3.2[16.7 µM]	-0.1	-1.9	-5.4	2.0
CCCc1c(C)c(C#N)c2nc3ccccc3n2c1NCCCN1CCOCC1	11.4	17.6	nt	3.8	nt	2.4	nt	nt
CCOC(=O)C1CCCN(CC(=O)Nc2c(C(=O)OC)[nH]c3ccc(C)cc23)C1 (configuration not stated)	17.2	nt	-2.3	16.2	nt	0.0	nt	nt
O=C(NCc1cccs1)C1CC1	-11.8	1.7	nt	-14.7	9.9	6.2	-0.4	-4.0
COc1ccc(NC(=O)CSc2ccc3ccccc3c2)cc1S(=O)(=O)N1CCCCC1	-0.7	36.0	nt	nt	14.5	nt	-23.6	-3.5
Cc1ccc(CNC(=O)CSc2nccn(-c3ccc(C)c(F)c3)c2=O)cc1	-16.8	4.8	nt	0.5	-3.1	-0.1	-3.2	1.3
O=C(O)c1ccc2c(c1)CCC2	-21.7	6.4	3.2	-4.7	2.5	0.7	12.5	-1.5
CCOC(=O)N1CCN(C(=O)CN(c2ccc(OC)c(OC)c2)S(C)(=O)=O)CC1	-4.6	-10.8	12.9	-0.3	nt	2.2	nt	nt
O=C(COC(=O)c1ccc([N+](=O)[O-])cc1Cl)NCc1ccco1	0.6	-10.5	nt	nt	9.3	7.1	-6.1	1.5
N#C[C@@H]1[C@@H](c2ccccc2-c2ccccc2)[C@H](CO)N1C(=O)NC1CCCC1	-9.0	1.4	-0.7	nt	-2.2	nt	0.4	1.2
O=C(CCCSc1nc2ccccc2[nH]1)NCc1ccco1	-0.4	3.2	5.4	-1.2	nt	-0.5	nt	nt
CN(Cc1ccccc1)S(=O)(=O)c1ccc(Cl)c(C(=O)O)c1	-0.2	0.0	-1.3	-1.3	8.2	nt	6.7	0.1
c1ccc2c(NCCCN3CCOCC3)c3ccccc3nc2c1	nt	22.4	nt	nt	89.6*	nt	?	-40.0
COc1cccc(NC(=O)CN(C)C(=O)C2CCN(C(=O)c3ccccc3C)CC2)c1	-6.5	-6.3	11.6	-2.2	-2.5	3.6	-3.4	-43.5
C=CCN(CC(=O)O)S(=O)(=O)c1ccccc1C(F)(F)F	-2.1	4.1	1.0	nt	-15.1	nt	-1.0	0.5
N#C/C(=N\Nc1ccccc1F)C(=N)N1CCCCC1	10.3	-188.7	2.2	14.4	nt	-2.1	nt	nt
CC=Cc1ccc2n(c1=O)C[C@@H]1[C@@H](CO)[C@H](C(=O)N3CCCCC3)N(C(=O)CC)[C@H]21 (mixture of isomers)	nt	nt	nt	nt	-6.2	37.3	-15.0	-3.0
O=C(COC(=O)CCCN=C1NS(=O)(=O)c2ccccc21)NNC(=O)c1ccccc1	-0.6	-2.0	-13.6	-14.6	4.1	-0.9	-5.6	-1.1
C/C=C/c1ccc(OCCSc2nc(C)cc(=O)[nH]2)c(OC)c1	14.0	nt	-7.2	-2.8	-3.9	0.8	nt	nt
C(=C\c1nc(-c2cccnc2)no1)/c1ccccc1	nt	-164.8	5.5	-7.1	-56.9	-0.2	-80.8	-7.3
CCOC(=O)/C=C1\SCC(=O)N1CC(=O)NC1CCCCC1	nt	nt	-2.5	nt	-2.2	5.0	-9.1	0.1
S=c1[nH]nc(COc2cccc3ccccc23)n1Cc1ccccc1	-10.1	22.1	-7.4	15.9	6.0	-4.3	-7.7	-0.4
COc1ccccc1C#Cc1ccc([C@@H]2[C@H](C#N)N(C(=O)C3CCCCC3)[C@H]2CO)cc1	0.5	25.8	-14.8	nt	12.6	nt	nt	0.8
CCNC(=O)C[C@@H]1CC[C@H]2[C@H](COc3ccc(NC(=O)Nc4ccccc4F)cc3C(=O)N2C)O1	7.3	-3.6	-1.0	16.3[16.7 µM]	2.4	1.2	-0.6	0.4
COCC#Cc1ccc2c(c1)O[C@@H](CN(C)S(=O)(=O)c1ccc(OC)cc1)[C@H](C)CN([C@H](C)CO)S2(=O)=O	nt	-13.5	-5.2	-2.9[16.7 µM]	-15.8	-1.2	14.7	-1.0

Rewritten field by field: 4 of the compounds above.
> O=C(CCCSc1nc2ccccc2[nH]1)NCc1ccco1
  FN deposit inh = -0.4 | PAX8 reporter = 3.2 | PGC1a acetyl inh = 5.4 | miR-122 sensor = -1.2 | LGR2 antag = nt | Cneo AK release = -0.5 | EWS-Fli block = nt | Casp6 inh = nt

> CN(Cc1ccccc1)S(=O)(=O)c1ccc(Cl)c(C(=O)O)c1
  FN deposit inh = -0.2 | PAX8 reporter = 0.0 | PGC1a acetyl inh = -1.3 | miR-122 sensor = -1.3 | LGR2 antag = 8.2 | Cneo AK release = nt | EWS-Fli block = 6.7 | Casp6 inh = 0.1

> c1ccc2c(NCCCN3CCOCC3)c3ccccc3nc2c1
  FN deposit inh = nt | PAX8 reporter = 22.4 | PGC1a acetyl inh = nt | miR-122 sensor = nt | LGR2 antag = 89.6* | Cneo AK release = nt | EWS-Fli block = ? | Casp6 inh = -40.0

> COc1cccc(NC(=O)CN(C)C(=O)C2CCN(C(=O)c3ccccc3C)CC2)c1
  FN deposit inh = -6.5 | PAX8 reporter = -6.3 | PGC1a acetyl inh = 11.6 | miR-122 sensor = -2.2 | LGR2 antag = -2.5 | Cneo AK release = 3.6 | EWS-Fli block = -3.4 | Casp6 inh = -43.5

The results go on:
SMILES	FN deposit inh	PAX8 reporter	PGC1a acetyl inh	miR-122 sensor	LGR2 antag	Cneo AK release	EWS-Fli block	Casp6 inh
CCOC(=O)C1CCCC12Nc1cccc3cccc(c13)N2 (configuration not stated)	-9.8	42.5	10.2	-3.8	nt	-1.5	16.4	-2.9
Nc1cc(=O)nc(SCC(=O)N2CCN(c3ccccc3)CC2)n1-c1ccc(F)cc1	nt	19.1	4.2	3.7	15.2	0.8	-8.2	-5.0
CCC(C(=O)NCCCN1CCN(C)CC1)n1nc(C)n2c(cc3occc32)c1=O (configuration not stated)	-1.5	1.2	-11.0	-9.5	13.4	0.3	nt	-29.6
Cc1ccc(/C=N/NC(=O)CNC(=O)COc2ccc(Cl)cc2)o1	18.5	5.3	nt	nt	11.1	nt	7.1	0.2
C[C@H]1CN([C@@H](C)CO)S(=O)(=O)c2ccc(C#Cc3ccncc3)cc2O[C@H]1CN(C)C(=O)C1CCOCC1	nt	39.0	-2.1	-19.7[16.7 µM]	5.2	2.4	-8.4	-0.9
COc1cccc(CNCc2cccc(Br)c2)c1OC	4.3	-2.5	-1.6	nt	-8.9	nt	0.6	-2.2
CC(C)NS(=O)(=O)c1ccc(OCC(=O)N2CCc3ccccc3C2)cc1	1.1	8.5	-10.7	1.6	nt	nt	-14.7	-2.9
O=C(c1cc(COc2ccc(F)cc2Cl)on1)N1CCc2sccc2C1	0.0	-50.0	0.9	1.7	-29.6	-0.2	nt	-1.4
CC(NCC(=O)Nc1ccccc1C(=O)NC1CC1)c1ccco1 (configuration not stated)	0.7	-8.7	-9.6	-0.9	20.2	1.1	4.0	1.6
C[C@@H]1CN(C(=O)c2cc(COc3cccc(C(F)(F)F)c3)on2)C[C@H](C)O1	-2.4	-207.4	-3.9	1.7	-67.9	0.7	-103.2	1.6
CS(=O)(=O)N(Cc1ccccc1)c1ccc(C(=O)N2CCN(c3cccc(Cl)c3)CC2)cc1	nt	nt	-3.8	-10.3	1.6	nt	5.8	-0.4
CSCC[C@H](NC(=O)COc1ccc(Cl)cc1)C(=O)N1CCC2(CC1)NCCc1[nH]cnc12	-4.9	-7.2	2.5	-3.9	3.5	-8.7	nt	-1.6
CC(=O)Nc1cncc(-c2ccccc2F)n1	nt	-14.3	4.7	0.4	-14.3	0.5	-14.9	2.2
CCOc1ccc(N(CC(=O)Nc2cccc(OC)c2)S(=O)(=O)c2c(C)noc2C)cc1	-11.2	3.8	-14.1	-5.6	-11.7	0.6	15.9	3.9
O=C(Nc1cc(C(F)(F)F)ccc1N1CCOCC1)c1ccc(Cl)nc1	nt	nt	0.4	-3.9	-11.3	-28.7	nt	nt

One compound at a time, from the list above. Order of screens: FN deposit inh	PAX8 reporter	PGC1a acetyl inh	miR-122 sensor	LGR2 antag	Cneo AK release	EWS-Fli block	Casp6 inh
`Cc1ccc(/C=N/NC(=O)CNC(=O)COc2ccc(Cl)cc2)o1` as listed: 18.5	5.3	nt	nt	11.1	nt	7.1	0.2
`O=C(Nc1cc(C(F)(F)F)ccc1N1CCOCC1)c1ccc(Cl)nc1` as listed: nt	nt	0.4	-3.9	-11.3	-28.7	nt	nt

Next section
SMILES	FN deposit inh	PAX8 reporter	PGC1a acetyl inh	miR-122 sensor	LGR2 antag	Cneo AK release	EWS-Fli block	Casp6 inh
C=CCN(C(=O)CC(NC(C)=O)c1ccccc1)c1nc(-c2ccc(S(C)(=O)=O)cc2)cs1 (configuration not stated)	-10.4	-19.9	nt	nt	-7.7	-3.6	-58.3	-3.6
Cc1cccc(N(C)C(=O)c2cc(S(=O)(=O)N3CCCC3)cn2C)c1	1.3	-4.6	4.4	-1.8	21.6	-4.9	-2.7	-0.5
N#C/C(=C\c1cccnc1)c1ccccn1	12.3	-25.0	0.6	-6.7	-1.3	-2.2	1.5	0.2
O=C(O)[C@@H]1CC(O)CN1C(=O)CCc1c[nH]c2ccccc12 (some centres not stated)	-6.0	17.2	-10.6	-2.7	-1.9	-0.2	-0.3	31.5
COC1=CC(=O)OC(c2ccccc2)C1 (configuration not stated)	5.5	-24.3	nt	nt	14.5	nt	-0.9	1.8

Not a hit list; about 2.5% have a hit in one of these screens.
